5-HT1A blocker = 5-HT1a (human) receptor antagonism. P08908. CHO 5-HT1a Ga15 NFAT-bla reporter, antagonist mode. AID 612. inhibition, % at 10 µM. 62,000 tested, 0.68% active;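 active means inhibition above the mean of all tested compounds plus 3 SD, cut at about 43% in these data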;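 further: receptor stimulated by 5-CT agonist at 100 nM near EC80; beta-lactamase reporter measured by ratiometric fluorescence of a cleavable substrate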
NADH enzymes = inhibition of NAD/NADH coupling enzymes, library profiling | IC50, µM (top dose mostly 10 µM), for inactives: at the highest dose inhibition | coupled PK/LDH NADH assays, four targets | AID 774 | 65,000 tested, 0.02% active;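 active means single-dose screening hits from any of four coupled enzyme assays that gave an IC50 when retested across doses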;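 further: the DPM-DC format reads NADH fluorescence rather than 340 nm absorbance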
SF1 activator = SF-1 (human) activation; Q13285; activation, % at 10 µM; CHO-K1 Gal4-SF-1 LBD luciferase reporter; % increase over DMSO SF-1-specific signal; AID 522; 65,000 tested, 1.9% active;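 active means activation above the mean activation of all tested compounds plus 3 SD, cut at about 50% in these data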
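Assay system: CHO-K1 cells co-transfected with Gal4 DBD–human SF-1 LBD, 5xGal4 luciferase reporter; doses: 10 µM only; incubation: 20 h compound exposure at 37 °C after 1 h cell settling; signal: luciferase light emission; evaluation: percent activation versus DMSO; repeats: one test per compound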
RORa activator = activates the human nuclear receptor RORA; CHO-K1 Gal4-RORA LBD luciferase reporter, luminescence; percent increase over mock-subtracted basal signal; 65,000 tested, 1.5% active; activation, % at 10 µM;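 active means activation above the mean of all tested compounds plus 3 SD, cut at about 49% in these data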;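 further: 0% = DMSO-treated RORA cells and 100% = added signal equal to DMSO minus mock-transfected cells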
Abs 340nm = compounds absorbing at 340 nm; compound absorbance at 340 nm, fold over control; 65,000 tested, under 10 active; fold change at 10 µM;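 active means at 10 µM dose, initial 340 nm absorbance at least 2 fold that of control wells; inactive means change under 2 fold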;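 further: initial absorbance extrapolated from kinetic A340 decline of NADH oxidation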
TNAP act mid DEA = activators of human TNAP at intermediate phosphate acceptor | AID 813 | 64,000 tested, under 10 active | purified TNAP, CDP-star luminescence, 100 mM DEA, 30 min; active compounds read high; scale: 0 levamisole-inhibited, 1 vehicle-only enzyme | activation factor at 20 µM | P05186;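 active means activation factor of at least 2 at 20 µM, relative to controls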
Target sequence (P05186 whole entry, looked up): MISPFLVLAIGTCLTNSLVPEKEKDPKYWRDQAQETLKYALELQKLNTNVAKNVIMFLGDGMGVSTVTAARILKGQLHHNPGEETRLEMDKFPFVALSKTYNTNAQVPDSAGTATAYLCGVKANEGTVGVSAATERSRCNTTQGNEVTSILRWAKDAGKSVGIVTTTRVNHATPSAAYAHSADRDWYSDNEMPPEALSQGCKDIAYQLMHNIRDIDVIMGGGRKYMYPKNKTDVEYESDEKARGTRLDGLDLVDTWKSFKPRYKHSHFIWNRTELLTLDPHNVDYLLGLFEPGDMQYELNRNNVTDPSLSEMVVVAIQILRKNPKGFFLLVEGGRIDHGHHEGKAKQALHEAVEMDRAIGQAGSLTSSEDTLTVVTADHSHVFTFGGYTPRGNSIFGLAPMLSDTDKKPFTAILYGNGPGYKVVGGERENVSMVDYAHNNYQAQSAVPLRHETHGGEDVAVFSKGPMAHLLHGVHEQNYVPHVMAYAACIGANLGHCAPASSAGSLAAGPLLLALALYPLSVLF
HTR1A agonist = activates the human 5-HT1a serotonin receptor | P08908 | CHO 5-HT1a Ga15 NFAT-bla reporter, FRET ratio; 0% basal, 100% maximal reference agonist | activation, % at 10 µM | 65,000 tested, 0.56% active;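 active means activation above the screen-wide mean activation plus 3 SD, cut at about 19% in these data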;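 further: 0% = DMSO wells and 100% = 5-CT at EC100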
MMP13 inh = MMP13 (human) collagenase inhibition | P45452 | MMP-13 fTHP FRET cleavage, Mca fluorescence | inhibition, % at 4 µM | 65,000 tested, 0.07% active | AID 570;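 active means inhibition above the mean of compound-free control plate wells plus 3 SD, cut at about 14% in these data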;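 further: 0% = DMSO wells and 100% = wells with reference MMP-13 inhibitor after basal subtraction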
Fluor 339 460 = intrinsic fluorescence of library compounds, ex339/em460 – biochemical, MLSMR library, data from DPM-DC assay, artefact control, profiling panel; 65,000 tested, 5.5% active; compound autofluorescence, ex339/em460 nm, NADH buffer; active compounds read high; 1 = no-compound wells, NADH background; fluorescence fold increase at 10 µM;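 active means at 10 µM, mean starting fluorescence two-fold or more over control wells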;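 further: signal is the first read of a kinetic run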
Starred values were filed as active, the others as inactive; x = no result given; [ ] = another dose, or the depositor's remark.

SMILES	5-HT1A blocker	NADH enzymes	SF1 activator	RORa activator	Abs 340nm	TNAP act mid DEA	HTR1A agonist	MMP13 inh	Fluor 339 460
COc1ccccc1-n1c(=O)oc2ccc(Cl)cc2c1=O	0.2	9.0%	-1.5	-9.6	1.02	0.9	-0.5	-6.3	1.14
Cc1nc2ccccc2cc1O	x	4.0%[fluoresces]	7.7	-1.3	1	0.9	0.1	-284.6[fluorescence artefact?]	2.48*
O=C(Nc1ccccc1)c1ccc(S(=O)(=O)NCC2CCCO2)cc1 (configuration not stated)	5.3	7.0%	3.1	-29.6	1.02	0.9	-2.9	0.5	1.1
CN1CCN(C(=O)CN(Cc2ccc(Cl)cc2)S(C)(=O)=O)CC1	9.8	1.0%	5.6	13.5	1.02	0.9	-1.2	-2.2	1.04
CCCCOc1ccc(N2C(=O)CC(N(O)c3ccccc3)C2=O)cc1 (configuration not stated)	9.4	2.0%	-24.5	-39.7	1.03	1	0.1	-6.3	1.1
CCCc1ccc(Oc2cn[nH]c2-c2ccc(O)c(C)c2O)cc1	39.1	2.0%	-5.3	-0.6	1	1	-1.9	4.9	1.01
CCC(c1nnnn1Cc1ccco1)N1CCN(c2cc(Cl)ccc2C)CC1 (configuration not stated)	39.7	7.0%	-19.5	-8.1	0.97	1	-0.4	-2.5	1.06
COc1cccc(-c2nc(CC(=O)O)cs2)c1OC	5.7	4.0%	-3.7	10.8	1.02	0.9	-2.4	-24.8	1.17
Cc1cc(CC(C)C)n(-c2nc3ccccc3c(=O)n2OCC(N)=O)n1	8.7	13.0%	9.8	26.4	0.99	1	0.2	2.0	1.56
CCOC(=O)c1[nH]c(C)c(C(=O)Nc2ccccc2C)c1C	17.2	1.0%	26.1	80.6*	0.99	0.8	0.9	3.5	1.03
CCC(=O)Nc1nc2ccccc2n1Cc1ccccc1	20.7	1.0%	4.5	4.2	1.05	0.9	-1.6	2.2	1.12
COc1ccc2cc3c(N)c(C(=O)NCc4ccco4)sc3nc2c1	1.8	7.0%	5.0	9.3	1.09	0.9	-0.8	-13.1	1.48
CS(=O)(=O)Nc1ccccc1C(=O)Nc1cccc(Cl)c1	18.8	8.0%	-0.8	0.6	1.04	0.9	-1.6	-38.9	1.88
COc1cccc(-c2nnc(SCC(=O)Nc3ccc(OC)c(OC)c3)n2N)c1	5.1	0.0%	-12.6	9.6	1.05	0.9	-1.3	1.0	1.14
O=C(c1noc2c1CCCC2)N1CCOCC1	-1.7	10.0%	-13.9	-11.4	1	0.9	-4.5	5.0	0.87
COC(=O)CCC(=O)Nc1ccc(C)cc1OC(=O)CCC(=O)OC	x	4.0%	x	x	1.02	1	x	x	1.1
CCn1c(SCC(=O)Nc2cc(C)ccc2C)nc2c(c1=O)SC(C)C2 (configuration not stated)	12.6	2.0%	-22.8	4.5	1.04	0.8	69.6*	-1.1	1.01
CCN1CCN(C(c2cccs2)C(C)NC(=O)c2ccco2)CC1 (configuration not stated)	-1.9	6.0%	-3.3	-2.5	1.02	1	-1.1	-1.0	1.05
Cc1c(C(=O)OCc2ccccc2)[nH]c2c1C(=O)CC(c1ccco1)C2 (configuration not stated)	58.0*	3.0%	-30.1	-5.7	0.98	0.8	0.6	8.1	1.05
CCCOc1ccc(Cc2nn3c(=O)/c(=C/c4ccco4)sc3nc2=O)cc1	2.1	6.0%	8.3	-9.5	1.15	0.9	1.1	-7.0	1.02
COc1ccc(-c2noc(COc3ccc4c(c3)OCO4)n2)cc1OC	2.7	7.0%	-16.5	-18.5	1.03	0.9	-2.4	1.8	1.09
Cn1cccc1P(=O)(c1cccn1C)c1cccn1C	-14.8	6.0%	4.1	-6.8	1.03	1	-1.6	0.3	1.6
O=C(NCc1ccccn1)c1cc2ccccn2n1	-1.6	1.0%	9.6	10.1	1.03	1	-3.5	-5.2	1.16
O=C(CCN1C(=O)COc2ccccc21)N1CCN(c2ccccn2)CC1	-15.3	2.0%	4.8	-5.9	0.98	0.9	-2.8	-8.8	1.14
O=C(Nc1nc(-c2ccccn2)cs1)C1COc2ccccc2O1 (configuration not stated)	16.0	1.0%	-6.1	3.7	1.02	1	-2.0	6.1	1.08
SMILES	5-HT1A blocker	NADH enzymes	SF1 activator	RORa activator	Abs 340nm	TNAP act mid DEA	HTR1A agonist	MMP13 inh	Fluor 339 460
CN(C)CCNc1nc2c(c(=O)[nH]c(=O)n2C)n1CC(O)COc1ccc(Cl)cc1 (configuration not stated)	-1.0	3.0%	-4.0	-13.3	1.04	1	-1.6	-0.1	1.12
C=CCN1C(=O)CS/C1=N/c1nccs1	-7.8	1.0%	-2.9	1.8	1.02	0.9	-0.2	-1.1	1.03
O=C(O)CCn1ccnc1-c1ccccc1	-12.0	7.0%	1.8	-8.1	0.98	1	-3.1	0.0	1.11
O=C(CCN1C(=O)c2ccccc2C1=O)OCn1nnc2ccccc2c1=O	5.8	5.0%	-3.5	0.9	1.04	1	-2.3	2.0	1.11
C=C(C)c1cccc(C(C)(C)NC(=O)N2CCCC(C(N)=O)C2)c1 (configuration not stated)	-1.6	4.0%	-7.0	3.0	1.03	0.8	1.0	-3.0	1.07
COc1ccc(CCNS(=O)(=O)c2ccc3c(c2)OCCO3)cc1	-9.7	3.0%	-18.9	-16.1	0.98	0.8	1.4	-4.4	1.04
COCCCNC(=O)Cn1cc2c(n1)CCCCC2	-9.8	9.0%	-10.5	6.9	1.04	0.9	1.2	-3.9	1.08
COc1ccccc1-n1cnc2cc(NCc3ccco3)ccc21	28.6	3.0%	55.7*	50.3*	1.03	0.9	-0.1	-1.2	1.16
Cc1cc(N=Cc2c(O)ccc3ccccc23)no1	21.4	5.0%	8.0	23.2	1.1	1	1.5	8.5	1.01
O=C(Nc1ccc2c(c1)OCO2)C1CCCN1C(=O)OCc1ccccc1 (configuration not stated)	14.3	8.0%	-0.8	-14.1	1.02	0.9	-1.6	2.7	1.1
CC1(C)CC(=O)C2=C(C1)NC(=O)CC2c1ccc(N(CCC#N)CCC#N)cc1 (configuration not stated)	-3.1	3.0%	-8.6	-20.3	1	0.8	-4.9	4.6	1.02
CCc1c(C)nc(SCC(=O)Nc2cccc(Br)c2)[nH]c1=O	8.5	4.0%	-4.5	-24.4	1.03	1	-1.5	3.7	1.13
O=C(O)C1CC=CCC1C(=O)NCCc1ccccc1 (configuration not stated)	x	2.0%	x	x	1.03	0.9	x	x	1.02
Cc1cc(C)c(NC(=O)CSc2nnc(-c3ccncc3)n2Cc2ccco2)c(Cl)c1	-3.6	1.0%	0.3	-0.4	1.04	0.9	-3.2	-2.1	1.06
CC(NC(=O)NC(N)=O)(C(F)(F)F)C(F)(F)F	x	2.0%	-11.3	-18.7	1.01	0.9	-3.0	2.1	1.09
CCOC(=O)c1cc(-c2ccccc2)sc1NC(=O)CSc1nnnn1C	4.7	4.0%	-11.4	0.2	1.04	1	-2.0	1.7	1.08
CCOC(=O)CSc1nnc([C@H](C)NC(=O)OC(C)(C)C)o1	-5.7	2.0%	-10.3	10.7	0.99	0.9	2.3	3.9	1.03
COCc1cc(C)nc2sc(C(=O)Nc3nccs3)c(N)c12	4.8	1.0%[fluoresces]	92.1*	31.2	1.14	1	0.7	-8.0	2.2*
Cc1cc(OC(=O)N2CCCCC2)cc(C)c1Cl	14.6	5.0%	26.2	5.0	1.03	1	1.2	6.6	1.16
COc1ccccc1-c1cc(C(F)(F)F)nc(S(=O)(=O)CCCC(=O)NC(C)C)n1	39.8	11.0%	-32.2	-57.0	1.05	1	-1.3	-9.0	1.9
CC(C)(C)NC(=O)Nc1ccccc1C(N)=O	-20.4	2.0%	-5.4	-5.7	1.01	1	-3.7	4.8	1.05
COc1ccc(C(=O)c2oc3ccc(Br)cc3c2NC(C)=O)cc1	-17.1	7.0%	-11.9	0.0	1.1	0.9	-5.1	2.0	1.11
O=c1oc2ccc(Br)cc2cc1-c1nc2ccccc2o1	-7.1	10.0%	-19.5	-9.4	1.01	0.9	-0.5	-2.3	2.27*
O=C(NCCCn1ccnc1)c1cc2c(s1)CCCCC2	12.6	3.0%	5.8	13.4	1.03	0.9	-3.9	0.5	1.02
COc1cccc(C(=O)Nc2cc(=O)n(C)c(=O)n2C)c1OC	3.2	5.0%	-7.7	0.1	1.07	1	0.9	3.1	1.04
Cc1nc(Nc2cccc(C(F)(F)F)c2)nc2c1C(=O)CC(C)C2 (configuration not stated)	-14.2	9.0%	-6.9	9.1	1.29	1	-0.8	5.1	1.23
Cc1cc(=O)[nH]c(SCC2(O)C3CC4CC(C3)CC2C4)n1 (configuration not stated)	1.4	7.0%	-7.7	-9.7	0.98	0.9	-2.2	-9.7	0.96
Cc1sc(NC(=O)c2ccco2)c(C(c2ccncc2)N2CCOCC2)c1C (configuration not stated)	-8.4	6.0%	2.8	-0.8	1.07	1	-1.2	3.7	1.06
O=C(CCc1ccccc1)n1nc(-c2ccccc2)nc1NCc1ccco1	-6.4	2.0%	-6.4	17.4	1.08	x	-3.6	-1.4	1.12
Cc1ccc(S(=O)(=O)NCCNC(=O)N2CCOCC2)cc1	-1.1	8.0%	-6.6	-7.1	0.99	1	0.0	-0.1	1.18

Bioassay records from PubChem.
